# TRPC4 PAM: allosterically enhances the mouse TRPC4 cation channel; HEK293 TRPC4beta/mu-opioid, DAMGO EC20, Fluo-4 Ca2+ flux; stronger effect = higher value; B-score at 10 µM; Q9QUQ5; actives 0.42% (n = 310,000);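 active = B-score of calcium response area above 5 SD of library B-scores, with initial fluorescence ratio within 5 SD of library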;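 also: B-score of integrated fluorescence ratio over time as area under calcium response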
# MrgX1 allo act: human MrgX1 positive allosteric modulation, primary screen; MrgX1-HEK293, Fluo-4 calcium flux, FDSS; stronger effect = higher value; B-score at 10 µM; actives 0.63% (n = 310,000);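 active = plate-corrected calcium response at least 3 library SD above typical, normal starting fluorescence, not activating the receptor alone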;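 also: compound read alongside a low EC10 to EC30 dose of BAM8-22 agonist; peak minus trough fluorescence over baseline measured at the second addition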
# TRPC4 agonist: activators of mouse TRPC4 channel | HEK293 TRPC4beta/mu-opioid, Fluo4 calcium fluorescence; stronger effect = higher value | actives 0.49% (n = 310,000) | Q9QUQ5 | B-score at 10 µM;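 active = B-score above 5 SD of library B-scores, and initial fluorescence ratio not above library mean plus 5 SD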;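 also: positive B-score marks a calcium rise read as TRPC4 activation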
#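 Technique: kinetic Fluo4 calcium fluorescence; Test system: TRPC4beta and mu-opioid receptor HEK293 stable cells; Measure: B-scored integrated calcium fluorescence ratio; Benchmarks: low control buffer alone, high control maximal DAMGO; Schedule: 45 min room-temperature Fluo4 loading, 110 s read.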
# TRPC6 act: mouse TRPC6 channel activation; Q61143; HEK293-TRPC6 membrane potential dye fluorescence; stronger effect = higher value; B-score at 10 µM; actives 0.13% (n = 310,000); AID 2550;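 active = B-score of the integrated fluorescence ratio above library mean plus 3 SD, and starting fluorescence ratio within library mean plus 5 SD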;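 also: higher score means more depolarization so channel activation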
# TRPC6 inhibitor: mouse TRPC6 channel inhibition; Q61143; HEK293-TRPC6, membrane potential dye, ACh-evoked depolarization; stronger effect = lower value; B-score at 10 µM; actives 1.1% (n = 310,000); AID 2553;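 active = B-score under library mean minus 3 SD, initial fluorescence not abnormally high, positive integrated signal ratio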;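 also: B-score derived from integrated fluorescence ratio over the kinetic read; more negative B-score means stronger inhibition of depolarization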
# RGS4 block: human RGS4 inhibition | P49798 | HEK293 M3R/RGS4 inducible, Fluo-4 calcium flux; stronger effect = higher value; triggered by carbachol at its EC20 | B-score at 10 µM | actives 0.45% (n = 310,000) | AID 463165;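 active = B-score, a plate-corrected calcium signal, over three deviations above library mean, with baseline fluorescence within five deviations of library mean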;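 also: RGS4 expression induced by doxycycline in cells with stable M3 receptor; B-score is computed from the integrated fluorescence ratio over baseline after carbachol; higher B-score means a larger calcium signal and so more RGS4 inhibition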
# MrgX1 agonist: human MrgX1 receptor agonism, primary screen. B-score at 10 µM. Q96LB2. MrgX1-HEK293 cells, Fluo-4 calcium fluorescence, agonist mode; stronger effect = higher value. actives 0.44% (n = 310,000). AID 588627;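 active = calcium response B-score plate-corrected fluorescence ratio at least 3 library SD, with starting fluorescence B-score inside 5 SD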
#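 times = overnight plating, then 30 min 37 °C plus 30 min room-temperature dye loading | assay system = stable human MrgX1 HEK293 cell line | input = fifteen thousand cells per well | signal = kinetic calcium dye fluorescence, Fluo-4 NW | dosing = compound delivered in addition one of three | read-out = B-scored fluorescence response ratio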
# TRPC4 block: TRPC4 (mouse) channel inhibition; B-score at 10 µM; HEK293 TRPC4beta/mu-opioid, DAMGO-evoked Fluo4 calcium flux; stronger effect = lower value; AID 2247; actives 0.39% (n = 300,000);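 active = B-score over 3 SD under the library average, no early fluorescence shift, positive overall ratio signal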
#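 Assay system: Stable TRPC4beta/mu-opioid receptor HEK293 cells | Reagent: DAMGO in two steps, submaximal then maximal | Compound dosing: Single concentration per test compound | Signal: Fluo4 Ca2+ flux fluorescence | Evaluation: Per-well B score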
# TMEM16A act: mouse TMEM16A channel activation, primary screen; Q8BHY3; HEK293 TMEM16A/YFP-H148Q/I152L, iodide quench fluorescence; stronger effect = lower value; B-score at 10 µM; actives 0.3% (n = 340,000);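 active = fluorescence-ratio B-score plate-corrected deviation score at least 3 library SD below zero, with starting fluorescence score within 5 deviations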;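 also: channel opened by trigger with iodide after compound preincubation; score built on the fluorescence ratio of max minus min over baseline; more negative score means more quench and so TMEM16A activation or potentiation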
# Target sequence (Q8BHY3 whole entry, looked up): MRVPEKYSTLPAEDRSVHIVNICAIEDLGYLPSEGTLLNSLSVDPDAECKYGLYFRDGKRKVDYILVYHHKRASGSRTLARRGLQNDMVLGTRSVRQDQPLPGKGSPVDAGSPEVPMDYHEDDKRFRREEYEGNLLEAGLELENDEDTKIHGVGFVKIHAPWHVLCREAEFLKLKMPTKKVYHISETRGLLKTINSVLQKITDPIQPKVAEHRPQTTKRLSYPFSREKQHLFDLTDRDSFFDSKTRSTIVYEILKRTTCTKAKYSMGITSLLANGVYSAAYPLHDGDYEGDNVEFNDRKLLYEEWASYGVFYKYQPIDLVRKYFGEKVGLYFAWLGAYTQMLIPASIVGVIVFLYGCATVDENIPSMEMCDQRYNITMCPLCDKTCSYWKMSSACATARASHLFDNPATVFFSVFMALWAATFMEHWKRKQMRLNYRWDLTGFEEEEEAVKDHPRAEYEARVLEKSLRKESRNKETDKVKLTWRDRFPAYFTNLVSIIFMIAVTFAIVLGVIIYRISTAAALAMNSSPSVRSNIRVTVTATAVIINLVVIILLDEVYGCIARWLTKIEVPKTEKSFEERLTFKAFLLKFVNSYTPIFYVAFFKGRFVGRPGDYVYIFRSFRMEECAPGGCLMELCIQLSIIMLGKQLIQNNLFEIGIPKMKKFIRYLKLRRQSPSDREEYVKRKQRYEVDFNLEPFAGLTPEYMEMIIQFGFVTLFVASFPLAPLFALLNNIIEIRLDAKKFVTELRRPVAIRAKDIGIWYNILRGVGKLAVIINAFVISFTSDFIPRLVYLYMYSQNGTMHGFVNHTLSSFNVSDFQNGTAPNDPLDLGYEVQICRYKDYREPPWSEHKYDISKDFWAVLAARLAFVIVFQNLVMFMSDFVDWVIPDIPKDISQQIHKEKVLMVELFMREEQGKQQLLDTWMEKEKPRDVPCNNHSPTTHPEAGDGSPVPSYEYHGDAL
# TMEM16A inh: blocks the mouse calcium-activated chloride channel TMEM16A. HEK293 TMEM16A/YFP iodide influx fluorescence, ionomycin. normalized B-score (activity score, 25-100; higher = stronger inhibition) at 10 µM. Q8BHY3. actives 1.2% (n = 310,000);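 active = ratio plate-corrected score three or more library SD toward inhibition, starting fluorescence score within five deviations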;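 also: score derived from kinetic fluorescence span divided by baseline fluorescence per well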
# MrgX1 antag: blocks BAM8-22 activation of human MrgX1 receptor. Q96LB2. MRGX1-HEK293 calcium flux, Fluo-4, BAM8-22 antagonism; stronger effect = lower value. B-score at 10 µM. actives 1.3% (n = 310,000). AID 588676;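 active = calcium-response B-score plate-corrected more than 3 library SD below zero, starting fluorescence within 5 deviations, no agonist response on first addition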;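 also: peak minus trough fluorescence over baseline after final BAM8-22 challenge near maximal dose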
# Numbers without * were called inactive; i = inactive; · = not tested or not shown.
SMILES,TRPC4 PAM,MrgX1 allo act,TRPC4 agonist,TRPC6 act,TRPC6 inhibitor,RGS4 block,MrgX1 agonist,TRPC4 block,TMEM16A act,TMEM16A inh,MrgX1 antag
COc1ccc2c(c1OC)C(=O)N(c1ccc(O)cc1)C2=O,i,i,i,i,i,i,i,i,i,i,i
O=C(O)CNC(=O)c1ccc(NS(=O)(=O)c2ccc3ccccc3c2)cc1,i,i,i,i,i,i,i,i,i,i,i
Cc1cc(NS(=O)(=O)c2ccc(NS(=O)(=O)c3ccc(CC(C)C)cc3)cc2)nc(C)n1,i,i,i,i,i,i,i,i,i,i,i
COc1cccc(NC(=O)CCC2CCN(Cc3nccs3)CC2)c1,i,i,i,i,i,i,i,i,i,i,i
COc1cccc(NC(=O)CSc2nnc(Cc3cccs3)n2-c2ccc(C)cc2)c1,i,i,i,i,i,i,i,i,i,i,i
CCc1ccc(/C=C\C(=O)N2CCc3ccccc3C2)cc1,i,i,i,i,i,i,i,i,i,i,i
Cc1ccc2[nH]c3c(NCc4ccccc4)ncnc3c2c1,i,i,i,i,i,i,i,i,·,i,-7.4*
C/C(=N\NC(=O)c1cccs1)C(C)(C)C,i,i,i,i,i,i,i,i,i,i,i
CC1CCCC(C)N1CCNC(=O)CCc1nnc2n(Cc3ccccc3)c(=O)c3ccccc3n12 (stereo not given),i,i,i,i,i,i,i,i,i,i,i
O=C(NCC(=O)N(c1ccccc1)C(C(=O)NC1CCCCC1)c1cccnc1)c1ccco1 (stereo not given),i,i,i,i,i,i,i,i,i,i,i
O=C(O)c1ccccc1SCC(=O)N1CCOCC1,i,i,i,i,i,i,i,i,i,i,i
COC(=O)c1cccc(C23CC4(C2)[C@H](CN(Cc2ccc(-c5ccccc5)cc2)[C@@H]4c2ccccc2)C3c2ccc(C(F)(F)F)cc2)c1 (stereo not given in full),i,i,i,i,i,i,i,i,·,i,i
Fc1cccc(Cc2noc(CN3CCN(C4CCc5ccccc5C4)CC3)n2)c1 (stereo not given),i,i,i,i,-7.8*,i,i,i,i,i,i
Cc1ccccc1-c1nc(CN(C)C(C)c2ccon2)c(C)o1 (stereo not given),i,i,i,i,i,i,i,i,i,i,i
Cc1nc2ncccn2c1-c1csc(Nc2ccc(S(N)(=O)=O)cc2)n1,i,i,i,i,i,i,i,i,i,i,i
Cc1ccc(NC(=O)CN(C)S(=O)(=O)c2cccc3cccnc23)c(C)c1,i,i,i,i,i,i,i,i,i,i,i
CC1=NNC(=O)C1CCC(=O)N/N=C(\C)c1ccc(Cl)cc1 (stereo not given),i,i,i,i,i,i,i,i,i,i,i
COC(=O)NNC(=O)c1cccc(C)c1,i,i,i,i,i,i,i,i,i,i,i
Cc1ccccc1S(=O)(=O)Cc1ccc(C(=O)NC2CCCCCC2)o1,i,i,i,i,i,i,i,i,i,i,i
COCCCNS(=O)(=O)c1ccc2c3c(cccc13)C(=O)S2,i,i,i,i,i,i,i,i,·,i,i
CC(=O)c1ccc(-n2nnnc2SCC(=O)Nc2cccc(NC(=O)c3ccco3)c2)cc1,i,i,i,i,i,i,i,i,i,i,i
Cc1ccc(S(=O)(=O)NCC(=O)N(CC(=O)NCC2CCCO2)CC2CCCO2)cc1 (stereo not given),i,i,i,i,i,i,i,i,i,i,i
Cc1[nH]c2ccccc2c1/C=N/NC(=O)c1cc(-c2ccncc2)nc2ccccc12,i,i,i,i,i,i,i,i,i,i,i
CN(Cc1nc2ccccc2c(=O)[nH]1)C(=O)c1ccc(S(=O)(=O)N(C)C)cc1,i,i,i,i,i,i,i,i,i,i,i
O=C(CCNS(=O)(=O)c1ccccc1)N1CCCC1,i,i,i,i,i,i,i,i,i,i,i
Cc1cc(C)c(NC(=O)CSc2nc3ccc(NC(=O)CSc4nnnn4Cc4ccccc4)cc3s2)c(C)c1,i,i,i,i,i,i,i,i,i,i,i
O=C(Nc1cc(=O)[nH]c(=O)[nH]1)c1cccc(Br)c1,i,i,i,i,i,i,i,i,i,i,i
Cc1ccc(-n2nnnc2SCc2nc3sc(C)c(C)c3c(=O)[nH]2)cc1,i,i,i,i,i,i,i,i,i,i,i
CC(=O)NN1C(=O)/C(=C\c2ccc(O)cc2)SC1=S,i,i,i,i,i,i,i,i,i,i,i
Cc1ccccc1N(CC(=O)NCCSC1CCCCC1)S(=O)(=O)c1ccccc1,i,i,i,i,i,i,i,i,i,i,i
Cc1cccc(C(=O)Nc2ccc3c(c2)C(=O)N(CC(C)C)C3=O)c1,i,i,i,i,i,i,i,i,i,i,i
COC(=O)NNC(=O)/C=C/c1ccccc1,i,i,i,i,i,i,i,i,i,i,i
CN1CCc2nc(NC(=O)c3cccc(S(=O)(=O)N4CCc5ccccc54)c3)sc2C1,i,i,i,i,i,i,i,i,i,i,i
COc1ccc(CC(=O)N(C)CC(=O)Nc2cccc(F)c2)cc1S(=O)(=O)N1CCOCC1,i,i,i,i,i,i,i,i,i,i,-5.3*
O=C1/C(=C\c2ccc(O)cc2)SC(=S)N1Cc1ccccc1,i,i,i,i,i,8.1*,i,i,i,i,i
CCCC/C(O)=C/c1nc2ccccc2[nH]c1=O,i,i,i,i,i,i,i,i,i,i,i
C=CCOC(=O)C1=C(C)OC(N)=C(C#N)C1c1c(C)nn(-c2ccccc2)c1Cl (stereo not given),i,i,i,i,i,i,i,i,i,i,i
Cc1ccc(C(=O)N2CCN(Cc3ccc4c(c3)OCO4)CC2)c(Cl)c1,i,i,i,i,i,i,i,i,i,i,i
CC(C)c1cc(C(=O)NC2CCCc3c2cnn3-c2ccccc2F)no1 (stereo not given),i,i,i,i,i,i,i,i,i,i,i
O=C(Nc1ccn(Cc2c(F)c(F)cc(F)c2F)n1)c1ccc(COc2ccccc2Cl)cc1,i,i,i,i,i,i,i,i,i,i,i
COc1ccc(OC)c(S(=O)(=O)NCC(c2cccs2)N2CCc3ccccc3C2)c1 (stereo not given),i,i,i,i,i,i,i,i,i,i,i
Cn1cc(S(=O)(=O)NCCc2ccccc2)c(=O)n(C)c1=O,i,i,i,i,i,i,i,i,i,i,i
CCC(C)Sc1ccc([C@@H]2[C@H]3C(=O)N(CC)C(=O)[C@H]3[C@]3(C(=O)OC)CCCCN23)cc1 (stereo not given in full),·,i,·,·,·,·,i,·,i,i,i
CCOC(=O)c1c(C)n(C)c2ccc(OC)c(NC(=O)CCN3CCSCC3)c12,i,i,i,i,i,i,i,i,i,i,i
COc1ccc(CNC(=O)c2ccccc2[N+](=O)[O-])cc1,i,i,i,i,i,i,i,i,i,i,i
O=C(/C=C/c1ccc(Cl)c([N+](=O)[O-])c1)Nc1ccc(N2CCCC2)cc1,i,i,i,i,i,i,i,i,i,i,i
COc1ccc(C(=O)Nc2ccccc2C(=O)NC(C)C)cc1OC,i,i,i,i,i,i,i,i,i,i,i
COc1ccc(NC(=O)C2CCCN(S(=O)(=O)c3cccc4cccnc34)C2)cc1OC (stereo not given),i,i,i,i,i,i,i,i,i,i,i
CCCCN(C)CCNC(=O)c1cc2c(-c3ccccc3F)nn(C)c2s1,i,i,i,i,i,i,i,i,i,i,i
CC(NC(=O)c1cc2ccccc2o1)c1ccccc1 (stereo not given),i,i,i,i,i,i,i,i,i,i,i
CCOc1ccccc1N(C)C(=O)c1cc2c(=O)n(CC)c3ccccc3c2s1,i,i,i,i,i,i,i,i,i,i,i
CC1=NC(C#N)=C(C#N)NC(C)(C)C1,i,i,i,i,i,i,i,i,i,i,i
COc1ccc(/C=C/C(=O)O)cc1S(=O)(=O)N1CCCCC1,i,i,i,i,i,i,i,i,i,i,i
CC(C)N1C(=O)CCC1C(=O)NCCc1ccc(Cl)cc1 (stereo not given),i,i,i,i,i,i,i,i,i,i,i
CCCCCCOC(=O)C1=C(C)NC(=O)NC1c1ccc2c(c1)OCO2 (stereo not given),i,i,i,i,i,i,i,i,i,i,i
O=c1c(O)c(-c2cccs2)oc2ccccc12,i,i,i,i,i,i,i,i,i,i,i
O=C(NCCNS(=O)(=O)c1ccc(C(F)(F)F)cc1)N1CCOCC1,i,i,i,i,i,i,i,i,i,i,i
CCOC(=O)c1sc2nc(COC(=O)c3c(F)cccc3F)[nH]c(=O)c2c1C,i,i,i,i,i,i,i,i,i,i,i
COc1ccc2c(c1)-c1nc(/N=C/c3c(O)ccc4ccccc34)sc1CC2,i,·,i,i,i,i,·,i,i,·,·
COc1ccc(/C(N)=N/OC(=O)c2c(-c3ccccc3Cl)noc2C)cc1OC,i,i,i,i,i,i,i,i,i,i,i
# New compounds follow
SMILES,TRPC4 PAM,MrgX1 allo act,TRPC4 agonist,TRPC6 act,TRPC6 inhibitor,RGS4 block,MrgX1 agonist,TRPC4 block,TMEM16A act,TMEM16A inh,MrgX1 antag
CCOC(=O)c1c(CN2CCN(C)CC2)oc2ccc(O)cc12,i,i,i,i,i,i,i,i,i,i,i
CCc1cccc(NC(=O)Cn2cc(C=O)c3ccccc32)c1,i,i,i,i,i,i,i,i,i,i,i
Cc1c(C)c2c(OCC(=O)N3CCC[C@H]3C(=O)O)cc3c(c2oc1=O)CCC(C)(C)O3,i,i,i,i,i,i,i,i,i,i,i
CC(=O)N1CCC(N(CCN2CCOCC2)C(=S)Nc2cc(C)ccc2C)CC1,i,i,i,i,i,i,i,i,i,i,i
COc1cc(C2NC(=O)NC(c3ccccc3)=C2C(C)=O)cc(Cl)c1OCC(=O)O (stereo not given),i,i,i,i,i,i,i,i,i,i,i
CCn1c(=N)n(CC(O)c2ccco2)c2ccccc21 (stereo not given),i,i,i,i,i,i,i,i,·,i,i

# Three compounds from above, arranged by SMILES length, largest number first.
SMILES,TRPC4 PAM,MrgX1 allo act,TRPC4 agonist,TRPC6 act,TRPC6 inhibitor,RGS4 block,MrgX1 agonist,TRPC4 block,TMEM16A act,TMEM16A inh,MrgX1 antag
COc1cc(C2NC(=O)NC(c3ccccc3)=C2C(C)=O)cc(Cl)c1OCC(=O)O (stereo not given),i,i,i,i,i,i,i,i,i,i,i
CCOC(=O)c1c(CN2CCN(C)CC2)oc2ccc(O)cc12,i,i,i,i,i,i,i,i,i,i,i
CCc1cccc(NC(=O)Cn2cc(C=O)c3ccccc32)c1,i,i,i,i,i,i,i,i,i,i,i

# Assay outcomes (PubChem)
